# Compound activity deposited in PubChem BioAssay by The Scripps Research Institute Molecular Screening Center.
# TAAR1 ag = human TAAR1 agonists, primary screen, Fluo-8 calcium fluorescence, CHO RD-HGA16 cells; Trace amine-associated receptor 1 (Homo sapiens), Q96RJ0; activation, % at 3 µM; vehicle wells 0%, saturating PEA agonist 100%; AID 624467, 2012; hit rate 0.99% among 360,000;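 active means activation above the mean activation of all test compounds in the run plus 3 SD, cut at about 38% in these data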
# Target sequence (Q96RJ0 whole entry, looked up): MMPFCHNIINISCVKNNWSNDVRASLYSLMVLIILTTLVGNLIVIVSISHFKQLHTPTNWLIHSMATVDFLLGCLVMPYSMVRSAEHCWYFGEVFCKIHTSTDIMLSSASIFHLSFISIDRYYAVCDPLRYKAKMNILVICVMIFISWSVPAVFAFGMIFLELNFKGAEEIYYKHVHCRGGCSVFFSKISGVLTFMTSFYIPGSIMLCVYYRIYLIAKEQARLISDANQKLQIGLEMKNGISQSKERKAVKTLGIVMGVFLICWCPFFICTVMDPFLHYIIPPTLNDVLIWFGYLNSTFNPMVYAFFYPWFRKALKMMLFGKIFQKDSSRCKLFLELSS
#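 Test system: RD-HGA16 (CHO) cells co-expressing Gα16 and hTAAR1; dosing: one-point dosing at 3 µM (nominal); timing: 17-24 h seeding, 75 min 37 °C dye, 30 min RT; signal: kinetic Fluo-8 calcium fluorescence; read-out basis: % activation relative to PEA EC100 response; controls: DMSO and PEA EC100; replicates: n 1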
# M1 PAM = human M1 muscarinic receptor positive allosteric modulators, primary screen, CHO-K1 cells, Fluo-8 calcium fluorescence, 1536-well. Muscarinic acetylcholine receptor M1 (Homo sapiens), P11229. activation, % at 3 µM. hit rate 0.088% among 360,000. CHO-K1 hM1, ACh EC20; 0% = ACh EC20, 100% = maximal ACh; in the data active means activation above about 19%, passing the limit was not always enough
# CHRM5 antagonist = human M5 muscarinic receptor antagonists, primary screen, CHO cells, Fluo-8 calcium fluorescence; Muscarinic acetylcholine receptor M5 (Homo sapiens), P08912; CHO-hM5 cells, ACh EC80; inhibition, % at 3 µM; hit rate 0.59% among 360,000; AID 624040, 2012;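 active means inhibition above a per-plate cutoff, the mean of that plate's test compounds plus 3 SD, cut at about 27% in these data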;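 further: 0% = acetylcholine EC80 with DMSO and 100% = DMSO without agonist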
# M5 ag = human M5 muscarinic receptor agonists, primary screen, CHO-K1 cells, Fluo-8 calcium fluorescence; CHO-K1 hM5 cells; 0% DMSO wells, 100% maximal acetylcholine response; activation, % at 3 µM; hit rate 0.19% among 360,000;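 active means activation above the run's mean over test compounds plus 3 SD, cut at about 23% in these data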;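 further: signal is peak over basal fluorescence ratio across the kinetic read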
# CHRM5 PAM = human M5 muscarinic receptor positive allosteric modulators, primary screen, CHO-K1 cells, Fluo-8 calcium fluorescence. Muscarinic acetylcholine receptor M5 (Homo sapiens), P08912. CHO-K1 hM5, ACh EC20 PAM; 0% = ACh EC20, 100% = ACh EC100. activation, % at 3 µM. hit rate 0.3% among 360,000. AID 624038, 2012;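 active means activation above the run cutoff, the mean activation of all test compounds plus 3 SD, cut at about 18% in these data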
#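 system = human M5 receptor in CHO-K1 cells | compound = one concentration, 3 µM final (nominal) | schedule = Post-acetylcholine fluorescence recording 140 s | signal = Fluo-8 calcium dye fluorescence, kinetic read | benchmarks = low control EC20 acetylcholine (0%), high control EC100 acetylcholine (100%) | repeats = singlicate, one well per test compound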
# CHRM1 antagonist = human M1 muscarinic receptor antagonists, primary screen, CHO-K1 cells, Fluo-8 calcium fluorescence, 1536-well. inhibition, % at 3 µM. AID 588852, 2011. hit rate 1.3% among 360,000. CHO-K1 hM1, ACh EC80 antagonist;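 active means percent inhibition above its own plate's cutoff, namely the mean of that plate's compound wells plus 3 SD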;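 further: peak over basal fluorescence ratio during 140 s after agonist addition; 0% = ACh EC80 plus DMSO and 100% = DMSO alone without agonist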
# CHRM4 antagonist = human M4 muscarinic receptor antagonists, primary screen, CHO cells, Fluo-8 calcium fluorescence. CHO-hM4 cells, ACh EC80. AID 624125, 2012. inhibition, % at 3 µM. hit rate 0.73% among 360,000;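 active means inhibition above its plate's cutoff, the mean inhibition of sample wells plus 3 SD, cut at about 27% in these data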;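 further: 0% = acetylcholine EC80 with DMSO and 100% = DMSO without agonist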
# Target sequence (P08173 whole entry, looked up): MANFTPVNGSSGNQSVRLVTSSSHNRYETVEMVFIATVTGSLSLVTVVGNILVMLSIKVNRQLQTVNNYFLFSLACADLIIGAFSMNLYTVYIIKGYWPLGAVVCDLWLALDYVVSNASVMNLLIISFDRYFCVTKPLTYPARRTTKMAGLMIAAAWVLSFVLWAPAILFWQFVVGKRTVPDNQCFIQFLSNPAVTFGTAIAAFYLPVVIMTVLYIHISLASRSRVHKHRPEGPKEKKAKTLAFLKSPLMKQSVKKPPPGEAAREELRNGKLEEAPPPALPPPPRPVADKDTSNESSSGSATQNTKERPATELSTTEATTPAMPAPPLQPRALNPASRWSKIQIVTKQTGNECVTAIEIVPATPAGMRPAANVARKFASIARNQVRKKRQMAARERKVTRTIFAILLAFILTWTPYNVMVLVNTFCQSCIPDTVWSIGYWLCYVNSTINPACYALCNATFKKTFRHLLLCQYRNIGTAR
# CHRM4 agonist = human M4 muscarinic receptor agonists, primary screen, CHO-K1 cells, Fluo-8 calcium fluorescence; Muscarinic acetylcholine receptor M4 (Homo sapiens), P08173; CHO-K1 hM4/Gqi5; vehicle 0%, full acetylcholine response 100%; activation, % at 3 µM; hit rate 0.14% among 360,000; AID 624127, 2012;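 active means activation above the run mean over all test wells plus 3 SD, cut at about 32% in these data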;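 further: peak over basal fluorescence ratio per well then scaled between controls; 0% = DMSO wells and 100% = acetylcholine at EC100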
# M1 ag = human M1 muscarinic receptor agonists, primary screen, Fluo-8 calcium fluorescence, CHO-K1 cells, HTS; activation, % at 3 µM; CHO-K1 hM1, agonist mode; 0% DMSO, 100% acetylcholine EC100; AID 588814, 2011; hit rate 0.33% among 360,000; Muscarinic acetylcholine receptor M1 (Homo sapiens), P11229;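 active means activation above the run's mean compound activation plus 3 SD, cut at about 16% in these data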;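 further: peak over basal fluorescence ratio within a 140 s kinetic read after compound addition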
# Numbers without * were called inactive; / = not tested or not shown.
SMILES,TAAR1 ag,M1 PAM,CHRM5 antagonist,M5 ag,CHRM5 PAM,CHRM1 antagonist,CHRM4 antagonist,CHRM4 agonist,M1 ag
Nc1ccn([C@@H]2O[C@H](C(=O)N3CCN(Cc4ccccn4)CC3)[C@@H](O)[C@H]2O)c(=O)n1,2,/,13,1,-3,/,3,0,/
COc1ccc([C@H]2CC(=O)C=C(c3ccc(SC)cc3)C2)cc1,13,-1,9,1,-9,-4,7,2,-4
O=S(=O)(c1ccccc1)N1CCN(Cc2cccc(Br)c2)CC1,1,14,-2,1,8,-20,6,-1,-2
COc1ccc(CNC(=S)Nc2cc(C)ccc2C)cc1,1,1,-5,-1,5,5,4,0,-4
COc1ccccc1CN=C1Nc2ccccc2CS1,4,-3,15,-3,-5,6,4,0,-10
Cc1nnsc1C(=O)NNC(=O)Nc1ccccc1,2,5,1,2,1,-3,0,2,-2
Cc1ccccc1N1CCN(C2CCCN(C(=O)c3noc4c3CCCC4)C2)CC1 (stereo unspecified),-2,-3,6,-4,-8,0,1,8,-6
CC(CC(=O)Nc1cccc(S(=O)(=O)N2CCCCC2)c1)c1ccccc1 (stereo unspecified),6,-7,-1,4,-2,2,-16,14,-2
Cc1nn(C)c(C(=O)N/N=C/c2ccccc2)c1[N+](=O)[O-],1,-23,-6,-13,-4,21*,2,1,-6
CC1C/C(=N/Nc2ccc([N+](=O)[O-])cc2[N+](=O)[O-])CC(C)(C)C1 (stereo unspecified),5,6,-3,-11,-10,-9,-1,0,4
CCCCCC/C(C=O)=C\c1ccccc1,4,12,14,2,-8,-13,2,1,3
CCSc1nnc(SCC(=O)NNC(=O)c2ccccc2F)s1,1,7,2,1,-1,-10,0,2,-1
COc1ccc2sc(-c3ccc(N(C)C)cc3)c(C#CCCO)c2c1,-1,14,-1,3,10,-3,2,2,1
CN(Cc1ccc(F)cc1)C(=O)CNC(=O)c1cccs1,0,14,3,1,6,-11,1,1,-3
COc1cccc(NC(=S)Nc2cc(C(=O)O)ccc2N2CC3CC(C2)c2cccc(=O)n2C3)c1 (stereo unspecified),3,12,-1,-4,0,-8,4,1,-6
O=C1CCCC(O)=C1C=Nc1ccc(O)cc1,8,3,-4,-1,-2,10,6,0,-2
CCC(C)OC(=O)C1C(c2ccccc2)C(C(=O)O)C1c1ccccc1 (stereo unspecified),10,5,3,1,-4,-2,7,0,-3
CCOC(=O)/C=c1\sc2n(c1=O)CCN=2,8,1,-4,-1,-1,-7,11,0,-4
Cc1ccc(C(=O)NCC(=O)N2CCN(c3ncccn3)CC2)s1,1,-4,1,-1,1,9,-1,0,-5
COc1ccc(C(=O)N2CCN(c3cccc(C)c3C)CC2)cc1S(=O)(=O)NC1CC1,2,4,0,-1,-1,0,2,4,-2
CN(CC(=O)NCCCN1CCOCC1)S(=O)(=O)c1ccc(F)cc1,-4,-4,0,-1,-5,0,6,-1,-3
CCn1c2ccccc2c2cc(NC(=O)C(C)OC(=O)c3ccc(NC(=O)CC#N)cc3)ccc21 (stereo unspecified),8,3,5,0,6,-1,-10,0,-5
CC(C)COn1c(=S)[nH]c2ccccc2c1=O,1,-6,2,-1,-6,15,10,0,-3
O=C(NC(=S)NN1CCCCC1c1cccnc1)c1ccc(Cl)cc1Cl (stereo unspecified),0,11,-14,2,22*,-7,-11,0,-2
COc1ccc(C(C(=O)NC2CCCC2)n2c(CSCCOc3ccccc3)nc3ccccc32)cc1 (stereo unspecified),1,/,-3,0,2,/,5,5,/
# New compounds follow:
SMILES,TAAR1 ag,M1 PAM,CHRM5 antagonist,M5 ag,CHRM5 PAM,CHRM1 antagonist,CHRM4 antagonist,CHRM4 agonist,M1 ag
Cc1c(C(=O)O)oc2ccc(S(=O)(=O)N3CCCCC3C(=O)O)cc12 (stereo unspecified),3,2,3,3,-2,-2,5,1,-1
COCCn1ccc2c(OCC(=O)NCCc3ccccc3)cccc2c1=O,2,-1,3,0,-5,7,3,3,-4
CN1CCCN(Cc2nc(-c3ccc(Cl)cc3)no2)CC1,1,0,12,-9,-3,1,-6,2,-7
COCCCn1c(=O)c2sccc2n2c(CCCC(=O)N3CCN(c4ccccn4)CC3)nnc12,-1,5,2,-5,-4,2,-1,2,-5
C=CCN(CC=C)C(=O)C1CCN(S(=O)(=O)c2ccc(-n3cnnn3)cc2)CC1,1,-2,0,-1,0,1,-9,3,-3
COc1cc(C(c2c(O)cc(C)[nH]c2=O)c2c(O)cc(C)[nH]c2=O)ccc1O,3,3,6,-1,0,1,-3,1,0
CCOC(=O)c1cc(C(=O)Nc2ccc(S(=O)(=O)Nc3ccc(OC)cc3)cc2)nn1C,2,15,-3,-3,-7,-12,-9,12,6
C=C(C)C(=O)N1CC2(CC(c3cccc(NC(=O)CCCCC)c3)=NO2)C[C@H]1C(N)=O (stereo partly specified),3,4,-1,4,9,2,-2,2,2
CC(NC(=O)COC(=O)Cc1cccs1)c1ccc(F)cc1 (stereo unspecified),0,1,-1,-1,1,10,14,1,2
O=C(NCCC(=O)N1CCN(C(=O)c2ccco2)CC1)c1ccccc1Cl,2,6,8,1,5,-9,-4,0,-3
CCOC(=O)C(CCCOc1ccc(C)cc1)C(=O)OCC,5,8,-3,0,4,0,-1,-2,-3
CCOC(=O)c1ccc(NC(=O)c2nc[nH]c2C(=O)NCCCNC(=O)c2[nH]cnc2C(=O)Nc2ccc(C(=O)OCC)cc2)cc1,3,1,2,3,8,0,-6,1,2
COc1cccc(-c2c(C#N)c(SC)nc3cc(C)nn23)c1,7,6,9,-2,-3,-8,-8,1,-2
CCNC(=O)C1(C)CCN1C(=O)Cc1ccc(C(C)C)cc1 (stereo unspecified),2,3,8,0,-2,-3,3,2,-1
O=C1CCCc2nn(-c3ccccc3)nc21,5,3,-4,-4,2,-4,2,0,-3
CCCS(=O)(=O)N1CCCC(C(=O)Oc2ccc(Cl)cc2)C1 (stereo unspecified),2,8,0,-1,-1,-21,-12,1,-3
COc1cccc(OCc2nnc3n2N=C(c2ccccc2)C(CC(=O)O)S3)c1 (stereo unspecified),2,3,15,-2,-5,5,16,-1,-4
O=C1CSC(=S)N1/N=C/c1c(F)cccc1F,-2,4,7,-1,0,-8,-2,1,-3
CCOC(=O)c1ccc(-n2c(CN3CCN(CC)CC3)nc3ccc([N+](=O)[O-])cc3c2=O)cc1,10,-4,-4,4,-2,3,-16,3,-7
CCOC(CCNC(=O)c1cc(-c2cccs2)nc2ccccc12)OCC,19,-1,17,5,-12,14,11,20,-3
COc1ccc(/C=C\C(=O)O[C@@H]2C(O)C(O[C@@H]3OC(C)[C@H](O[C@@H]4OCC(O[C@H]5O[C@H](CO)[C@@H](O)C(O)C5O)C(O)C4O)C(O)C3O)[C@H](OC(=O)[C@]34CCC(C)(C)C[C@@H]3C3=CCC5[C@@]6(C)CC(O)C(O[C@@H]7OC(CO)C(O)[C@H](O)[C@H]7O)[C@@](C)(C(=O)O)C6CC[C@@]5(C)[C@]3(CO)CC4)O[C@H]2C)cc1 (stereo partly specified),/,-37,48*,50*,-27,85*,79*,147*,95*
CC(=O)OCC(=O)C1(O)CCC2C3CC(F)C4=CC(=O)CCC4(C)C3C(O)CC21C (stereo unspecified),5,4,1,2,12,-6,-4,2,-3
CCN(c1cccc(C)c1)S(=O)(=O)c1ccc2c3c(cccc13)C(=O)N2,10,0,9,-10,-23,6,13,2,-3
COc1cccc(Cn2c(C(C)n3c(-c4cnccn4)nc4ccccc43)nc3ccccc32)c1 (stereo unspecified),1,/,-1,0,-4,/,-14,4,/

# Filtered by structure, the entries above containing an aryl methoxy group
SMILES,TAAR1 ag,M1 PAM,CHRM5 antagonist,M5 ag,CHRM5 PAM,CHRM1 antagonist,CHRM4 antagonist,CHRM4 agonist,M1 ag
COc1ccc([C@H]2CC(=O)C=C(c3ccc(SC)cc3)C2)cc1,13,-1,9,1,-9,-4,7,2,-4
COc1ccc(CNC(=S)Nc2cc(C)ccc2C)cc1,1,1,-5,-1,5,5,4,0,-4
COc1ccccc1CN=C1Nc2ccccc2CS1,4,-3,15,-3,-5,6,4,0,-10
COc1ccc2sc(-c3ccc(N(C)C)cc3)c(C#CCCO)c2c1,-1,14,-1,3,10,-3,2,2,1
COc1cccc(NC(=S)Nc2cc(C(=O)O)ccc2N2CC3CC(C2)c2cccc(=O)n2C3)c1 (stereo unspecified),3,12,-1,-4,0,-8,4,1,-6
COc1ccc(C(=O)N2CCN(c3cccc(C)c3C)CC2)cc1S(=O)(=O)NC1CC1,2,4,0,-1,-1,0,2,4,-2
COc1ccc(C(C(=O)NC2CCCC2)n2c(CSCCOc3ccccc3)nc3ccccc32)cc1 (stereo unspecified),1,/,-3,0,2,/,5,5,/
COc1cc(C(c2c(O)cc(C)[nH]c2=O)c2c(O)cc(C)[nH]c2=O)ccc1O,3,3,6,-1,0,1,-3,1,0
CCOC(=O)c1cc(C(=O)Nc2ccc(S(=O)(=O)Nc3ccc(OC)cc3)cc2)nn1C,2,15,-3,-3,-7,-12,-9,12,6
COc1cccc(-c2c(C#N)c(SC)nc3cc(C)nn23)c1,7,6,9,-2,-3,-8,-8,1,-2
COc1cccc(OCc2nnc3n2N=C(c2ccccc2)C(CC(=O)O)S3)c1 (stereo unspecified),2,3,15,-2,-5,5,16,-1,-4
COc1ccc(/C=C\C(=O)O[C@@H]2C(O)C(O[C@@H]3OC(C)[C@H](O[C@@H]4OCC(O[C@H]5O[C@H](CO)[C@@H](O)C(O)C5O)C(O)C4O)C(O)C3O)[C@H](OC(=O)[C@]34CCC(C)(C)C[C@@H]3C3=CCC5[C@@]6(C)CC(O)C(O[C@@H]7OC(CO)C(O)[C@H](O)[C@H]7O)[C@@](C)(C(=O)O)C6CC[C@@]5(C)[C@]3(CO)CC4)O[C@H]2C)cc1 (stereo partly specified),/,-37,48*,50*,-27,85*,79*,147*,95*
COc1cccc(Cn2c(C(C)n3c(-c4cnccn4)nc4ccccc43)nc3ccccc32)c1 (stereo unspecified),1,/,-1,0,-4,/,-14,4,/

# This is a subset; the hit share may differ from the screen's.
